# From PubChem
# GLD-1 RNA inh: GLD-1-TGE RNA interaction inhibition (C. elegans) | Q17339 | purified GLD-1 + fluorescein TGE RNA, fluorescence polarization | inhibition, % at 5.96 µM | actives 0.44% (n = 320,000) | AID 2280;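 active = percent inhibition above a per-plate cutoff, the plate mean of test compounds plus 3 SD, cut at about 30% in these data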;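 also: 0% = DMSO wells with GLD-1 and probe and 100% = wells lacking GLD-1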
# GRK2 inh: human GRK2 inhibition via aptamer displacement | inhibition of aptamer binding, % at 10 µM | actives 0.59% (n = 330,000) | P25098 | bead flow cytometry, FAM-aptamer displacement from GRK2;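 active = inhibition of aptamer binding above 40%, roughly 3 SD of noise, on plates passing a quality check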;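 also: median bead fluorescence of bound FAM aptamer so fluorescent compounds give negative values; no value below 0 was filed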
# Fam108B inh: blocks mouse Fam108B hydrolase in RBBP9 counter-screen | recombinant Fam108B, FP-Rh probe fluorescence polarization | inhibition, % at 9.51 µM | actives 0.33% (n = 300,000) | AID 1947;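 active = inhibition above the screen mean inhibition plus 3 SD, computed separately per campaign, cut at about 18% in these data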;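 also: inhibitors lower polarization as less probe binds the enzyme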
# Efflux pump mplx: blocks antifungal efflux pumps in multiplex yeast assay; S. cerevisiae Candida pump triplex, Nile Red efflux; actives 0.44% (n = 330,000); inhibition, % at 10 µM;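 active = plate passing quality check with inhibition over a set limit, or well fluorescence over plate mean plus 4 SD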;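 also: Nile Red retained in pooled yeast measured as flow cytometry median fluorescence; 0% = buffer negative control and 100% = Enniatin B positive control; higher means more Nile Red kept so more efflux inhibition; some compounds called inactive have numbers as strong as hits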
# MCL1-BIM inh: MCL1-BIM-BH3 interaction inhibition (human) | Q07820 | GST-MCL1 / FITC-Bim-BH3 fluorescence polarization | inhibition, % at 10.9 µM | actives 0.68% (n = 320,000) | AID 2057;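 active = inhibition above the mean inhibition of all tested compounds plus 3 SD, set per campaign, cut at about 40% in these data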;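 also: 0% = DMSO wells and 100% = unlabeled Bim-BH3 peptide control; higher means more loss of mP so more displacement of Bim peptide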
# PME-1 primary: PME-1 (human) inhibition | Q9Y570 | AID 2130 | recombinant PME-1, FP-Rh probe fluorescence polarization | actives 0.53% (n = 320,000) | inhibition, % at 5.9 µM;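 active = inhibition above the campaign mean of all compounds plus 3 SD, cut at about 26% in these data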;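 also: competitive labeling of PME-1 active site by serine hydrolase directed probe; 0% = PME-1 with DMSO and 100% = wells lacking PME-1 enzyme; inhibitors block probe labeling so polarization falls and inhibition rises; many of its hits are not listed in these tables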
# VLA-4 inh: inhibition in a human VLA-4 binding assay. inhibition, % (about 7 µM as worked out from the volumes in the protocol). VLA-4 expressing cells, ligand binding flow cytometry. actives 0.2% (n = 330,000). P13612. AID 2557; in the data active = inhibition above about 50%
# Target sequence (P13612 whole entry, looked up): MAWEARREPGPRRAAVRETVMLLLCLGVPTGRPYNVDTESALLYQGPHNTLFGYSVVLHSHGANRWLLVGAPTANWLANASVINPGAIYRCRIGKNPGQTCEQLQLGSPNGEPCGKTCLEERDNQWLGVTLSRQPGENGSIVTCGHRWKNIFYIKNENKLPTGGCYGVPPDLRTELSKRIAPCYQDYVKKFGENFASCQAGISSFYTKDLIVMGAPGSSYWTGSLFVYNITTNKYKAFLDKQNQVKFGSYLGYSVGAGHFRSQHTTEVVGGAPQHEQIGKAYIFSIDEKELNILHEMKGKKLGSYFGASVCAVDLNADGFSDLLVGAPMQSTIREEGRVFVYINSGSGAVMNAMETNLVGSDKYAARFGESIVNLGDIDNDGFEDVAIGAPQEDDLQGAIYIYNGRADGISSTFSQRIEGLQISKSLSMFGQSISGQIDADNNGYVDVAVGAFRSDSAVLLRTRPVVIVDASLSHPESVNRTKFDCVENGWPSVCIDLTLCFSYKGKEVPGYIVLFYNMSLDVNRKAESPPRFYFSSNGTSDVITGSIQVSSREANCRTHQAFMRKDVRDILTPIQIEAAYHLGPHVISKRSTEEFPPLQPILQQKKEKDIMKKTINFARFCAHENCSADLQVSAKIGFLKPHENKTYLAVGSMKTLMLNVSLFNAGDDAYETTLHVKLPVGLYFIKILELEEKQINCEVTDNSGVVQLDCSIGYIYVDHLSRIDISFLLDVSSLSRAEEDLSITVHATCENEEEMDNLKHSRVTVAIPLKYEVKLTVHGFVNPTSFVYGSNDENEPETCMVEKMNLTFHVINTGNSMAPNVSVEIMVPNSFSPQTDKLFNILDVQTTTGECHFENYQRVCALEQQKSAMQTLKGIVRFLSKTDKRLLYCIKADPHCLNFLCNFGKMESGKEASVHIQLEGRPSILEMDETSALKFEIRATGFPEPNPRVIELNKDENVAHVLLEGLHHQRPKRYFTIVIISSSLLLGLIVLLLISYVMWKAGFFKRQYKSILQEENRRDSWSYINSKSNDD
# MEX-5 binding: C. elegans MEX-5 TCR-2 RNA binding activity. Q9XUB2. MEX-5/FITC-TCR2 RNA binding, fluorescence polarization; active compounds read low. activity score (negative = inhibition of binding), % at 10 µM. actives 0.38% (n = 300,000). AID 1832;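 active = inhibition past about -25% in most replicates, and total fluorescence under double the plate's negative control median, limit read from the data; inconclusive = replicates evenly split on the limit, or fluorescence at least double controls; inactive = too little inhibition in most replicates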;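 also: 0% = DMSO and -100% = 5 µM competing unlabeled TCR2 RNA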
# Bcl-xL primary: Bcl-xL (human) inhibition | Q07817 | GST-Bcl-xL / FITC-Bim BH3 peptide fluorescence polarization | inhibition, % at 10.9 µM | actives 0.7% (n = 320,000) | AID 2129;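 active = inhibition above the mean of all tested compounds plus 3 SD, cutoff set per campaign, cut at about 30% in these data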;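 also: 0% = DMSO wells and 100% = unlabeled Bim-BH3 peptide competitor; inhibitors lower millipolarization by displacing the labeled peptide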
# Numbers without * were called inactive; ? = inconclusive; . = no result given; + = active, no number.
SMILES,GLD-1 RNA inh,GRK2 inh,Fam108B inh,Efflux pump mplx,MCL1-BIM inh,PME-1 primary,VLA-4 inh,MEX-5 binding,Bcl-xL primary
Cc1ccccc1N1CCN(C2CCCN(C(=O)CCC(=O)N(C)C)C2)CC1 (stereo unspecified),0,0,-5,0.2,12,-2,4,2.5,4
CCC(=O)Nc1nn(CC(C)C)c2nc3ccc(C)cc3cc12,-3,0,2,-0.1,5,1,5,1.7,3
O=C(CN1C(=O)NC2NC(=O)NC21)N/N=C/c1ccccc1F (stereo unspecified),7,0,3,0.0,-2,0,8,1.7,8
CC(C)(C)C(=O)NC1CCN(S(C)(=O)=O)CC1,-1,0,-3,-0.1,-3,0,4,-0.3,0
O=C1/C(=C\c2ccccc2)SC(=S)N1CCC(=O)N1CCCCC1CCO (stereo unspecified),-1,1,0,-0.1,3,0,13,-0.8,0
Cc1cc(C)c(NC(=O)Cn2nc(-c3ccccc3)nc2-c2ccccc2)c(C)c1,0,0,-4,0.1,-3,4,9,3.9,0
CCOP(=O)(OCC)c1nc(-c2cccc3ccccc23)oc1N1CCOCC1,0,1,-3,0.0,-1,3,8,-0.1,5
COc1ccc(C2c3c(ccc4ccccc34)Oc3ncn4nc(Cc5ccc(OC)c(OC)c5)nc4c32)cc1 (stereo unspecified),0,0,9,-0.1,2,-1,-2,-0.6,0
CCC1c2ccc(C)n2CCN1C(=O)Nc1cc(Cl)ccc1OC (stereo unspecified),38*,0,-2,-0.1,53*,0,-13,-4.0,56*
CCCn1nnnc1SCC(=O)NCc1ccc2c(c1)OCO2,0,2,7,-0.1,2,0,-13,-2.8,6
Cc1nnc(SCC(=O)N(C(C)C)C(C)C)nc1C,1,3,-1,-0.1,10,1,-7,-1.1,7
COC(=O)c1ccc(OCC(O)CN2C(=O)c3ccccc3C2=O)cc1 (stereo unspecified),2,5,-6,0.0,1,-3,1,-1.6,3

# The last 2 records of the section before come first, to join the parts:
SMILES,GLD-1 RNA inh,GRK2 inh,Fam108B inh,Efflux pump mplx,MCL1-BIM inh,PME-1 primary,VLA-4 inh,MEX-5 binding,Bcl-xL primary
Cc1nnc(SCC(=O)N(C(C)C)C(C)C)nc1C,1,3,-1,-0.1,10,1,-7,-1.1,7
COC(=O)c1ccc(OCC(O)CN2C(=O)c3ccccc3C2=O)cc1 (stereo unspecified),2,5,-6,0.0,1,-3,1,-1.6,3
CN(C)C(CNC(=O)CCc1c[nH]c2ccccc12)c1ccccc1 (stereo unspecified),9,0,4,0.1,-7,3,8,-3.5,-4
Cc1ccccc1CN1CCC(n2nccc2NC(=O)c2cccnc2)CC1,1,0,1,0.1,-2,9,-3,0.9,3
CCc1cc(C(=O)Nc2cc(S(=O)(=O)N(CC)CC)ccc2N2CCN(C)CC2)sc1C,4,0,2,0.0,-10,-6,19,2.7,-8
Cc1cccc(NC(=O)CNC(=O)c2ccc(-n3cncn3)c([N+](=O)[O-])c2)c1C,4,2,-1,0.1,6,1,-7,3.6,6
O=C(CS(=O)(=O)c1c[nH]c2ccccc12)NC1CCCCC1,-1,0,-1,-0.2,-3,5,-21,-1.0,-3
CCCCC(CC)C(=O)Nc1cc(C(=O)NCc2ccc(C)cc2)ccc1N1CCC2(CC1)CC(c1cccc(Br)c1)=NO2 (stereo unspecified),-3,0,-6,0.2,-13,-3,16,.,-1
Cc1nnc(NC(=O)CSc2cn(CCNC(=O)c3ccccc3)c3ccccc23)s1,-5,1,-2,0.1,-3,0,6,-1.4,0
COc1ccc(CNC(=O)/C(C)=C\C(=O)O)cc1,6,1,4,0.0,3,10,8,1.9,-1
CN(C)CCOCCOc1ccc(Cl)c2ccccc12,-1,0,0,-0.1,9,-3,12,0.9,7
CCc1ccc(N=CC23c4ccccc4C(c4ccccc42)C2C(=O)N(c4ccc(OC)cc4)C(=O)C23)cc1 (stereo unspecified),1,0,0,0.2,4,-4,-7,0.3,7
CC(=O)NC1=NN(C(C)=O)C(C)(c2cccs2)S1 (stereo unspecified),7,0,-1,0.0,11,6,-7,-0.4,6
COc1ccc(N(CC(=O)Nc2cccc(N(C)S(C)(=O)=O)c2)S(=O)(=O)c2ccc(F)cc2)cc1,-3,0,-1,-0.2,2,0,7,1.6,3
CCOc1cc(/C=N/NC(=O)C(N)=O)cc(Br)c1O,-1,3,0,-0.1,29,0,-2,1.9,0
Cc1ccccc1NC(=O)c1ccc(Cl)c(NC(=O)c2cccnc2)c1,5,2,-1,0.0,6,3,1,-3.3,4
Cc1ccccc1N(C(=O)c1ccco1)C(C(=O)NC1CCCC1)c1cccnc1 (stereo unspecified),0,3,-2,0.0,12,-2,4,-1.1,0
CC1(C)CC(=O)C(C(O)c2cccc([N+](=O)[O-])c2)C(C)(C)N1 (stereo unspecified),0,1,2,-0.1,14,-2,5,0.2,0
O=C(CN(C(=O)CCC(=O)Nc1ccccn1)c1ccc(F)cc1)NCCc1ccccc1,-6,0,-3,0.0,0,5,7,1.9,3
COc1cccc(NC(=O)CSc2nnc(CNC(=O)c3ccccc3)n2C)c1,2,1,2,0.4,4,5,1,-0.8,1
Cc1ccc(S(=O)(=O)N(C)C)cc1NC(=O)CN1C(=O)NC2(CCCc3ccccc32)C1=O (stereo unspecified),3,0,-4,-0.1,-8,4,3,2.7,-3
COCCn1c(C)cc(C(=O)CSc2ncn[nH]2)c1C,9,1,0,-0.1,5,0,0,-2.3,0
Cc1ccc(C)c(NC(=S)N(CCN(C)C)C(C)c2ccccn2)c1 (stereo unspecified),-4,0,1,-0.1,9,4,8,0.3,0
CCCNC(=O)C(=O)Nc1ccc2c(c1)N(S(=O)(=O)c1cccs1)CCC2,6,4,-2,-0.1,3,5,-5,0.2,1
O=C(OCCN1CCCC1=O)c1cc(F)c(F)c(F)c1F,7,0,-3,0.0,-12,-4,-5,-4.3,2
CCC(Sc1nc2ccccc2o1)C(=O)O (stereo unspecified),0,0,0,0.1,1,5,-12,-0.3,-1
CCOc1ccc(NC(=O)COc2ccccc2C(=O)NCc2ccccc2)cc1,0,1,.,0.4,-8,6,2,.,-5
O=C(COCc1cc(-c2ccc3c(c2)OCO3)on1)N1CCN(c2ccccc2)CC1,10,1,1,-0.4,-6,-2,-6,2.3,4
O=C(CCN1C(=O)/C(=C/c2cccs2)SC1=S)Nc1cccc(C(=O)O)c1,-36,1,-5,-0.5,2,0,-11,5.0,1
COc1ccc(-c2csc(-c3cc4ccccc4oc3=N)n2)cc1,0,2,3,-0.1,-1,-7,-14,-2.8,-2
CCOC(=O)N1CCN(c2cc(C)c(C(C)=O)cc2F)CC1,3,0,5,0.0,6,-5,6,1.2,5
Cc1cccc(N(CC(=O)N2CCCCCC2)S(C)(=O)=O)c1C,.,1,.,0.0,.,.,9,1.1,.
COc1ccccc1C(=O)Nc1ccc(Oc2nnc(-c3ccc(C)cc3)c3ccccc23)cc1,-2,1,-15,-0.2,-7,-14,6,-0.2,3
Cc1ccc(OCC(=O)N/N=C\c2cn(Cc3ccccc3)c3ccccc23)cc1C,7,0,0,0.5,4,4,11,-0.8,4
O=C(NNC(=O)C(Cl)Cl)c1cnn(-c2ccccc2)c1C(F)(F)F,-2,0,1,-0.1,2,4,-3,-0.7,9
Cc1ccc(-n2cccc2C(=S)N=P(N(C)C)(N(C)C)N(C)C)cc1,6,0,4,0.0,12,2,5,0.1,2
CC(C)(C)Sc1ccc(N)nc1,2,4,2,-0.1,0,-4,3,1.0,5
COc1cc2c(C(=O)NCCCN3CCN(c4cccc(Cl)c4)CC3)cn(C)c(=O)c2cc1OC,4,0,-2,0.3,4,8,15,1.0,6
COc1cccc(NC(=O)CN(C)C(=O)c2ccc3c(c2)S(=O)(=O)N=C2CCCCCN23)c1,2,0,2,-0.1,-20,1,2,4.5,-15
Cc1ccc(SCC(=O)NCCCc2ccccc2)cc1,6,2,5,0.0,1,3,8,0.6,-5
CCOc1ccc(S(=O)(=O)Nc2ccc(C(=O)NCC3(N4CCCCC4)CCCCC3)cc2)cc1,0,0,4,0.0,3,3,-7,-0.7,6
O=C1/C(=C/Nc2ccc3c(c2)OCO3)CCc2ccccc21,-23,0,12,-0.2,-38,30*,9,-4.8,-30
CCc1nnc(NC(=O)CN2C(=O)CCC2=O)s1,4,0,3,0.5,-3,10,24,-2.0,3
O=C1CC(Cc2ccc(Br)cc2)C(=O)N1c1ccccc1 (stereo unspecified),-1,1,-2,0.1,2,2,-5,-0.4,2
CCC(C(=O)N/N=C/c1cccnc1)c1ccccc1 (stereo unspecified),9,0,1,0.0,4,4,2,-1.8,3
COc1ccc(S(=O)(=O)/N=C2/NC(=O)/C(=C/c3ccco3)S2)cc1,10,4,-1,0.0,42*,-9,14,-4.1,22
COc1ccc(NC(=O)CCCC(=O)OCC(F)(F)C(F)F)cc1,5,0,1,0.4,-2,-2,22,-0.1,-5
O=C1c2ccccc2-c2onc3ccc(NCCCn4ccnc4)c1c23,198*,0,122*,-0.1,+,109*,-177,?,+
CN(C)CCNc1oc(/C=C/c2ccccc2)nc1C#N,-1,0,2,-9.9,7,-2,1,-1.2,3
O=C1N=C(N2CCOCC2)S/C1=C\c1ccncc1,5,0,3,-0.1,7,4,12,0.9,3
Cc1cc(C)c(S(=O)(=O)c2ccc(Cl)cc2)c(=O)[nH]1,1,1,1,0.0,-3,-3,-1,-0.3,1
COc1ccc(Br)cc1C(=O)Nc1ccccc1N1CCCC1,4,0,0,0.1,2,-1,4,-0.9,3
CC(=O)c1ccccc1OCC(=O)Nc1cccc(S(=O)(=O)N2CCCC2)c1,-3,0,.,0.2,2,13,6,.,0
COCCN(C(=O)C1CC1)c1nnc(-c2ccc(C)cc2)s1,-1,1,9,0.3,4,1,1,0.2,4
O=C(CCCc1ccccc1)Nc1cccnc1,3,0,6,0.0,3,2,23,-4.7,3
CCOc1ccc2nc(N3CCC(C(=O)Nc4nnc(CC)s4)CC3)sc2c1,5,1,0,-0.3,4,0,24,-3.7,0
COc1ccc(C(=O)N2CCN(C)C(=O)[C@@H]2C)cc1OC1CCN(C(C)=O)CC1,2,6,0,-1.3,-3,2,-2,-1.6,3
CSc1c(CC(=O)NCCCO)n(Cc2ccccc2)c2ccccc12,2,0,-2,0.3,0,0,-7,-2.4,0
CCN(c1ccc(NC(=O)CSc2ccc3c(c2)OCCO3)cc1)C(C)C,1,0,.,0.1,.,.,6,.,.
O=C(NC1CCCCCC1)c1cccnc1Sc1ccc(Cl)cc1,8,7,0,-0.8,7,-3,-13,0.0,6
Cc1ccc(C)c(NC(=O)CN(C)C(=O)c2ccccc2OCc2ccccc2Cl)c1,3,5,2,0.0,0,11,-2,1.0,3
Cc1nn(C(=O)CCCn2cc([N+](=O)[O-])cn2)c(C)c1Cl,1,0,1,-0.1,1,12,5,0.5,3
Cc1ccc(C(C(=O)NC2CCCCC2)N(CC2CCCO2)C(=O)CNC(=O)c2cccs2)cc1 (stereo unspecified),4,0,-1,0.1,-1,-9,3,2.7,2
CCOc1cc(C(=O)CSc2nnc(CNc3ccc(Cl)cc3)o2)ccc1NC(=O)CC,0,0,-5,-0.1,-4,-12,-4,1.1,-4
CCc1cc2c(=O)[nH]c(CC(N)=O)nc2s1,-1,0,1,-0.1,2,-7,-8,0.8,3

# Only part of the results is shown; count on the stated rates, not on these rows.
